Screens: PubChem, National Center for Advancing Translational Sciences (NCATS)
FLuc modulator: counter-screen for miR-21 project: firefly luciferase inhibitors or activators; purified FLuc, Km substrates, luminescence inhibition; hit rate 6.9% among 360,000; P08659; Potency, µM (highest dose often 57.5 µM), without a hit: top-dose activity change, negative = inhibition, most hits filed as inhibitors; AID 588342;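 further: potency means the concentration at half of the fitted maximal effect; plate controls were vehicle for no effect and reference inhibitor for full effect; nearly all actives have a fitted effect of over 55% in size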
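Purified P. pyralis luciferase (10nM final) with 10uM D-luciferin and 10uM ATP (Km levels) in 50mM Tris acetate pH 7.5, 10mM Mg acetate, 0.01% Tween-20, 0.05% BSA; qHTS 6-point titration, ~60 µM downward; luminescence read.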
RORg inh: blocks mouse ROR gamma transcriptional activity | Potency, µM (series often up to 53.6 µM), inactives show at the top dose activity change, negative = inhibition, hits mostly inhibitors | hit rate 5.4% among 310,000 | P51450 | Drosophila S2 Gal4-RORgamma UAS-luciferase reporter, 20 h; further: potency means the concentration at half of the fitted maximal effect; on the % scale 0 is the no-effect control and ±100 the full control effect; nearly all actives have a fitted effect of over 60% in size
Target sequence (P51450 whole entry, looked up, the tested form may be a part): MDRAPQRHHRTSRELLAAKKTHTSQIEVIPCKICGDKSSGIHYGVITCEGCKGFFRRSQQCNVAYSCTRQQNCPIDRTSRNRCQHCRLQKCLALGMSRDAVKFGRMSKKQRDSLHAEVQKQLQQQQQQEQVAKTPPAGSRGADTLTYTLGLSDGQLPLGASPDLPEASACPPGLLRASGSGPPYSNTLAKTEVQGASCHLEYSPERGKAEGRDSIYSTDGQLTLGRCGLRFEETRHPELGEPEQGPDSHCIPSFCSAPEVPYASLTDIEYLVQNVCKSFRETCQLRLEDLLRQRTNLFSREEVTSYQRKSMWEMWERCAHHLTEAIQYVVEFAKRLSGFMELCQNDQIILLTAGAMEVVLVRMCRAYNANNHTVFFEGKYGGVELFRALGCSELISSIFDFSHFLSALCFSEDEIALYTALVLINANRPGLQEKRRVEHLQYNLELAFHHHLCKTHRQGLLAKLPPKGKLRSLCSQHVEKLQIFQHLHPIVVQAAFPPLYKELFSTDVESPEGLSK
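A Gal4/UAS one-hybrid system in insect cells: metallothionein-promoter Gal4–ROR gamma fusion plus Photinus luciferase reporter. Copper sulfate 700 uM final, 20 hr ambient incubation, luminescent detection after 10 min with reagent.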
NPC1 promoter act: activates the NPC1 promoter; Potency, µM (series often up to 9.22 µM), for the others: at the highest dose activation, most hits filed as activators; hit rate 2.4% among 320,000; AID 485313; Huh7 NPC1 promoter luciferase reporter, 24 h;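 further: potency means the concentration at half of the fitted maximal effect; % of control where 0% means no effect; nearly all actives have a fitted effect of over 60% in size; reporter is driven by a mutant NPC1 promoter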
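Compounds in DMSO were transferred onto Huh7 NPC1-luciferase reporter cells pre-incubated 2 h; after 24 h at 37 °C, Amplite reagent was dispensed and luminescence recorded 10 min later.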
BRCA1 expr up: activators of BRCA1 expression; hit rate 1.1% among 380,000; MCF7-BRCA1-FFLuc reporter, luminescence, 48 h; response scale: scaled: vehicle 0%, 10 µM genistein 100%; Potency, µM (doses to about 46.1 µM), inactives show at the top dose activation, most hits filed as activators; further: potency means the concentration at half of the fitted maximal effect; nearly all actives have a fitted effect of over 80% in size; some results filed as inactive show a strong effect at the top dose
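Compounds are tested at multiple concentrations on MCF7 BRCA1-luciferase reporter cells seeded at 2000 per well; after 48 h, a single luminescence end-point is taken and curves fitted to the normalized data.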
p53 reactivator: mutant p53 re-activation in reporter cells; H1299 p53-A138V BP100-luciferase reporter, luminescence, 24 h; Potency, µM (titrated, usually from 92.2 µM), for inactives: at the highest dose activity change, positive = activation, usual class: activators; hit rate 0.063% among 320,000; further: potency means the concentration at half of the fitted maximal effect; % of control where 0% means no effect; nearly all actives have a fitted effect of over 45% in size
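H1299 (p53-null), stable ts p53-A138V + BP100-Luc; 1000 cells/well, Opti-MEM/10% FBS; cpd 4 pt, 1:5; 24 h, 37 deg C, 5% CO2; detection reagent 10 min RT; luminescence.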
Rab9 promoter act: activators of Rab9 promoter; Huh7 Rab9 promoter-luciferase reporter, luminescence, 24 h; Potency, µM (top dose mostly 9.22 µM), without a hit: top-dose activation, negative = inhibition, actives largely listed as activators; hit rate 2.8% among 320,000; AID 485297; further: potency means the concentration at half of the fitted maximal effect; % of control where 0% means no effect; nearly all actives have a fitted effect of over 60% in size
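Luminescence from Amplite-detected luciferase (10 minutes, ambient) reports Rab9 promoter activation. Before that, stable Rab9-luciferase Huh7 cells (1500/well, reduced-serum OP-MEM I plus 10% FBS) were exposed to compound for 24 hours at 37C.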
Giardia killer: Giardia lamblia killing; Giardia lamblia trophozoite viability; activity change, % at 7.66 µM, hits read low; hit rate 0.15% among 340,000; in the data active means activity change below about -80%; inconclusive means between about -30% and that limit;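 further: parasites exposed to compound for two days anaerobically before the ATP read; on the % scale 0 is the no-effect control and ±100 the full control effect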
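ATP-content bioluminescence gauges trophozoite survival. Cells (100/well) receive compound and incubate anaerobically for 48 hrs at 37 deg C; detection reagent follows for 15-30 min at room temperature.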
ELG1 genotoxic: genotoxicity induction in ELG1-luciferase HEK293T cells; HEK293T ELG1-luciferase reporter, luminescence, 16 h; Potency, µM (doses to about 46 µM), for the others: at the top dose activity change, positive = activation, hits mostly activators; hit rate 1.3% among 330,000; AID 504466; further: potency means the concentration at half of the fitted maximal effect; % of control where 0% means no effect; nearly all actives have a fitted effect of over 60% in size
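16 hr compound incubation (37 °C, 5% CO2) of HEK293T cells carrying luciferase-tagged ELG1; luciferase then measured by ONE-Glo luminescence after 30 min at RT.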
Menin-MLL TR inh: displaces Texas Red mutant MLL peptide from human menin; O00255; Menin + Texas Red MLL mutant peptide, fluorescence polarization; Potency, µM (doses to about 61.6 µM), for the others: at the top dose FP activity change, negative = inhibition, usual class: inhibitors; hit rate 0.23% among 270,000; AID 1768; active means well fitted inhibition curve with a large enough effect in the polarisation, with a control signal flat, not every such curve was filed as active; inconclusive means small, poorly fitted or top-dose-only effect, or effect the other way, or a change in a side signal; inactive means no such curve, though single readings can be large or run the other way; the % refers to the polarisation; further: potency means the concentration at half of the fitted maximal effect; % of control where 0% means no effect; many of its hits are not listed in these tables
Gal4-VP16 FLuc: Gal4-VP16 reporter inhibition counter-screen | Potency, µM (titrated, usually from 53.6 µM), for the others: at the top dose activity, negative = inhibition, hits mostly inhibitors | hit rate 3.5% among 310,000 | Drosophila S2 Gal4-VP16 UAS-luciferase, luminescence, 20 h;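 further: Gal4-VP16 expression switched on by copper sulfate through the metallothionein promoter; potency means the concentration at half of the fitted maximal effect; on the % scale 0 is the no-effect control and ±100 the full control effect; nearly all actives have a fitted effect of over 50% in size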
PKM2 act: activators of human pyruvate kinase M2 | P14618 | purified PKM2, Kinase-Glo ATP luminescence, activation; response scale: 0% is enzyme alone, no compound | Potency, µM (top dose mostly 57.5 µM), without a hit: top-dose activation, usual class: activators | hit rate 0.34% among 260,000; further: potency means the concentration at half of the fitted maximal effect; on the % scale 0 is the no-effect control and ±100 the full control effect; nearly all actives have a fitted effect of over 55% in size
Target sequence (P14618 whole entry, looked up): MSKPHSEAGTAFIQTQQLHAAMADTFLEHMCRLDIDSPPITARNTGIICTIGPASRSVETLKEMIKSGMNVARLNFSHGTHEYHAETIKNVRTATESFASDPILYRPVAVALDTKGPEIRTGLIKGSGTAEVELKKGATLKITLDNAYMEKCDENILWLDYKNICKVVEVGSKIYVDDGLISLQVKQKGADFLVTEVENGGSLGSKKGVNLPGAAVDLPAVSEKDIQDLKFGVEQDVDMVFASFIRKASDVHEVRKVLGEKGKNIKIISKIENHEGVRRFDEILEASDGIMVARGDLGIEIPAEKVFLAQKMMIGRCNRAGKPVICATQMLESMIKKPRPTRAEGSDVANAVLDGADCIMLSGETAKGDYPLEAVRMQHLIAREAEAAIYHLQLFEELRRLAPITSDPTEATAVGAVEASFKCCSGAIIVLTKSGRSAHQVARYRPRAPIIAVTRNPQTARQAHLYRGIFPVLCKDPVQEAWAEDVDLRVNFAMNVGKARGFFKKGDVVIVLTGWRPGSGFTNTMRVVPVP
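Purified hPK-M2 (>95%) run at intermediate activity with 0.1 mM ADP and 0.5 mM PEP in 50 mM imidazole pH 7.2, KCl, MgCl2; 1 h room temperature. ATP formed read by Kinase-Glo luminescence; normalized to uninhibited and no-enzyme controls.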
* hit, by the source's call; ? = inconclusive; nt = not tested or not shown; [ ] = dose if it differs, or a comment. Unless noted, the call rests on the fitted dose curve; in most records, active means well fitted curve in the direction sought with a large enough effect; inconclusive means small, poorly fitted or top-dose-only effect, or another doubt; inactive means no such curve, though single readings can be large; an effect the other way counts as inactive or inconclusive. Some of the compounds tested (hit frequency here may not be typical).

cpd	SMILES	NPC1 promoter act	PKM2 act	BRCA1 expr up	Gal4-VP16 FLuc	Menin-MLL TR inh	Giardia killer	FLuc modulator	p53 reactivator	ELG1 genotoxic	Rab9 promoter act	RORg inh
1	COc1ccc([C@H]2[C@@H](C#N)[C@H](C#N)N3CCCN23)cc1	-4%	1%	-40%	-12%	-1%	9	-2%	1%	1%	-1%	23%
2	CC(C)(C)c1ccc(C(=O)N2CCN(CCNC(=O)C(=O)NCc3ccccc3)CC2)cc1	-1%	-18%	2%	-25%	-10%	?	0%	-7%	-2%	-9%	?
3	C#CCOC(=O)C1C2C=CC(C2)C1C(=O)O (configuration not stated)	-6%	-5%	-6%	-6%	5%	-19	1%	4%	5%	-3%	-12%
4	COc1ccc(C2=NO[C@@H]3C(=O)N(c4c(C)cccc4C)C(=O)[C@H]23)cc1OC	-1%	1%	-3%	0%	2%	-22	2%	1%	2%	0%	-12%
5	C=CCn1cc(C(=O)NCCOC)c(=O)c2cc(S(=O)(=O)N3CCCCCC3)ccc21	-4%	nt	-22%	1%	-3%	-6	2%	-5%	-11%	0%	-1%
6	O=C(c1ccnc(Cl)c1)N1CCCC(N2CCN(c3ccccc3F)CC2)C1 (configuration not stated)	0%	3%	-16%	3%	-14%	?	0%	7%	-7%	-1%	0%
7	CC1=CCC2C(=O)N(c3ccc(C(=O)Nc4ccccc4Cl)cc3)C(=O)C2C1 (configuration not stated)	-1%	nt	-2%	-9%	3%	6	6%	0%	0%	-12%	0%
8	COc1ccc(OC)c(-c2[nH]nc3c2C(c2ccco2)C(C#N)=C(N)O3)c1 (configuration not stated)	-3%	1%	3%	18%	33%[activator]	10	2%	6%	-5%	2%	-16%
9	Cc1ccc(C(=O)NCCCNCCCNC(=O)c2ccc(C)nc2)cn1	4%	-5%	0%	1%	-11%	16	0%	-15%	1%	0%	7%
10	Cc1nn(-c2ccccc2)nc1CNC(=O)CC(C)(C)C	-3%	-4%	3%	-15%	nt	?	1%	13%	1%	-2%	1%
11	N/C(Cn1cncn1)=N\OC(=O)c1ccc(Cl)cc1Cl	17%	?	18%	0%	-8%	23	?	3%	11%	-7%	-25%
12	O=C(Nc1ccc(Cl)cc1)c1cncs1	-3%	nt	-21%	8%	-1%	-4	-12%	3%	0%	-4%[1.84 µM]	25%
13	CC(=O)Nc1cccc(C(=O)OCC(=O)Nc2c(C)nn(-c3ccccc3)c2C)c1	-2%	nt	-2%	nt	nt	-7	0%	5%	0%	-1%	nt
14	CCOC(=O)c1oc2ccccc2c1CN1CCN(C)CC1	-2%	-2%	5%	-2%	-8%	6	1%	-12%	1%	-2%	-2%
15	O=C(NNC(=S)NCC1CCCO1)c1cccc(S(=O)(=O)N2CCOCC2)c1 (configuration not stated)	1%	11%	-1%	5%	-9%	-15	5%	-1%	-1%	-3%	-19%
16	CCOC(=O)c1c(C)[nH]c(C)c1S(=O)(=O)N(C)Cc1ccco1	1%	nt	14%	-1%	1%	-10	1%	-2%	5%	-1%	13%
17	COc1ccc(S(=O)(=O)Cc2ccc(C(=O)NC(C)C)o2)cc1	0%	6%	8%	-1%	12%	-16	5%	-3%	0%	-1%	-11%
18	CC(C)(C)N(Cc1ccccc1)C(=O)COc1cccnc1[N+](=O)[O-]	-1%	nt	-15%	0%	-1%	-23	1%	10%	0%	6%	-4%
19	CCOC(=O)C1=CCC2c3c(c4ccccc4n3C)C(=O)C1N2C(=O)OC(C)(C)C (configuration not stated)	-1%	nt	-7%	nt	nt	2	-4%	-16%	1%	-6%	nt
20	Cc1nn2c(-n3ccnc3)c3c(nc2c1-c1ccccc1)CCC3	1%	1%	-10%	-2%	-11%	-5	2%	11%	0%	3%	-25%
21	O=C(NCCc1ccc(Cl)cc1)c1cnc2n(c1=O)CCS2	25%	6%	?	3%	-1%	-6	?	?	?	?	?
22	CCOC(=O)c1[nH]c2ccc(Br)cc2c1NC(=O)CCN1CCC(C)CC1	-1%	-9%	5%	7%	-3%	-4	-18%	-3%	-9%	-2%	3%
23	Oc1cccc(C(Nc2nccs2)c2ccc3cccnc3c2O)c1 (configuration not stated)	-14%	-3%	-83%	3.5µM*	?	5	-10%	?	15%	-30%[inhibitor]	1.4µM*
24	COc1ccc(NC(=S)N2CCC(NC(=O)c3ccccc3C)CC2)cc1	-3%	nt	-3%	-15%	nt	3	1%	-4%	-1%	0%	-10%
25	c1csc(COc2ccccc2CNC2CCCCC2)c1	-8%	-15%	-40%	-3%	-4%	-14	2%	18%	-8%	1%	33%
26	Cc1c(C(=O)NCc2ccco2)oc2c(Cl)cccc12	2%	nt	-55%	nt	nt	3	3%	-3%	-1%	3%	nt
27	COc1ccccc1-n1c(=O)c(C#N)c(-c2ccc([N+](=O)[O-])cc2)c2cc(C(=O)c3ccccc3O)cnc21	-4%	-1%	-19%	-5%	nt	-8	-7%	-2%	1%	-4%	17%
28	O=C(O)c1cc(Br)ccc1NS(=O)(=O)c1cccc2nsnc12	0%	14%	-16%	9%	?	0	-1%	nt	-1%	7%	18%
29	Cn1c(=O)c2c(ncn2CCOc2ccc(Br)cc2)n(C)c1=O	0%	4%	-17%	?	3%	5	4%	-1%	-4%	-13%	?
30	CCC(C)Sc1nc2c(c(=O)[nH]c(=O)n2C)n1Cc1ccccc1Cl (configuration not stated)	2%	1%	-28%	29%	-6%	-2	3%	-10%	16%	-4%	2%
31	Cc1sc2ncnc(N3CCC(C(=O)Nc4ccc(F)cc4Cl)CC3)c2c1C	-6%	nt	-21%	nt	nt	7	2%	-4%	-5%	-2%	nt
32	COc1ccc(NC(=O)CNS(=O)(=O)c2cccc3nonc23)c(OC)c1	-1%	3%	-12%	5%	17%	-15	-1%	-6%	0%	2%	-25%
33	Cc1ccc(C)c(N2CCN(c3cnn(-c4nc5ccccc5s4)c(=O)c3Cl)CC2)c1	2.2µM*	2%	?	-20%	-9%	-2	6.7µM*	nt	18µM*	1.6µM*	-12%
34	CSc1ccc(C#N)cc1NC(=O)c1ccccc1C	1%	4%	-15%	-5%	-9%	4	-5%	-5%	-1%	-9%	-11%
35	COc1cc(CCC(=O)N2CCN(c3ccc([N+](=O)[O-])cc3)CC2)cc(OC)c1OC	9%	nt	-1%	1%	-9%	4	-1%	-2%	-5%	-2%	-1%
36	CC(=O)c1ccc(NC(=S)N2c3ccccc3CC2C)cc1 (configuration not stated)	14%	-1%	-10%	0%	-15%	3	-11%	2%	-10%	1%	?
37	Cc1ccc(N2CCCn3c2nc2c3c(=O)n(CC(=O)OCc3ccccc3)c(=O)n2C)cc1C	-1%	-2%	nt	3%	-5%	nt	4%	1%	2%	-1%	7%
38	Cc1[nH]c2ccccc2c1C(=O)C(=O)N1CC(C)OC(C)C1 (configuration not stated)	2%	-15%	0%	-2%	-2%	5	0%	3%	3%	0%	-30%
39	COC(=O)Nc1ccc(S(=O)(=O)Nc2ccc(C)cc2)cc1	0%	0%	nt	-2%	4%	nt	2%	-1%	-2%	-1%	40%
40	CC(C)CN(C(=O)COC(=O)CSc1ccccc1F)c1c(N)n(Cc2ccccc2)c(=O)[nH]c1=O	-1%	nt	16%	nt	nt	12	3%	6%	-2%	-5%	nt
41	Cn1cnnc1SCC(=O)Nc1ccc(Cl)c(S(=O)(=O)N2CCOCC2)c1	-7%	1%	0%	0%	-13%	14	-1%	1%	1%	-1%	1%

Sorted by number of heavy atoms (descending): some entries from above.
cpd	SMILES	NPC1 promoter act	PKM2 act	BRCA1 expr up	Gal4-VP16 FLuc	Menin-MLL TR inh	Giardia killer	FLuc modulator	p53 reactivator	ELG1 genotoxic	Rab9 promoter act	RORg inh
19	CCOC(=O)C1=CCC2c3c(c4ccccc4n3C)C(=O)C1N2C(=O)OC(C)(C)C (configuration not stated)	-1%	nt	-7%	nt	nt	2	-4%	-16%	1%	-6%	nt
1	COc1ccc([C@H]2[C@@H](C#N)[C@H](C#N)N3CCCN23)cc1	-4%	1%	-40%	-12%	-1%	9	-2%	1%	1%	-1%	23%
3	C#CCOC(=O)C1C2C=CC(C2)C1C(=O)O (configuration not stated)	-6%	-5%	-6%	-6%	5%	-19	1%	4%	5%	-3%	-12%

Taken from above:
#30 | RORg inh: 2%
#29 | p53 reactivator: -1%
